Source: PubChem BioAssay (The Scripps Research Institute Molecular Screening Center)
GPR151 ag: activates the human receptor GPR151; Q8TDV0; PathHunter beta-arrestin GPR151 cells, luminescence; activation, % at 11.2 µM; 650,000 tested, 1% active; AID 1508602; in the data active = activation above about 4.9%;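 note: 0% = median of compound wells and 100% = cells with positive control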
Target sequence (Q8TDV0 whole entry, looked up): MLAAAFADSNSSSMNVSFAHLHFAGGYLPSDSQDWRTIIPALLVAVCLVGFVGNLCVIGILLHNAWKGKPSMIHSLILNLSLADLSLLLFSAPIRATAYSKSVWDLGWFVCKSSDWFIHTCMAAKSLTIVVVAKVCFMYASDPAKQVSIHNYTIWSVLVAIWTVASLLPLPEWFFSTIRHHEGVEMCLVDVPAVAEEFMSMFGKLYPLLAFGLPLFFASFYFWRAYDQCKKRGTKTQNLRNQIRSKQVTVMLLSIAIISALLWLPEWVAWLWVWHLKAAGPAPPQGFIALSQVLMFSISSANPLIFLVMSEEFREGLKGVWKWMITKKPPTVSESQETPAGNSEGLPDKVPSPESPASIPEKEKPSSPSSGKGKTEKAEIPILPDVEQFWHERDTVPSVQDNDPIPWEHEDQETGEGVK
TEAD-YAP inh: TEAD-YAP interaction inhibition; HEK-TIYL cells, TEAD-Gal4/YAP UAS-luciferase luminescence; inhibition, % at 9.12 µM; 640,000 tested, 1.4% active; in the data active = inhibition above about 32%;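 note: 0% = median of test compound wells and 100% = reference inhibitor wells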
MITF inh: inhibitors of human MITF; O75030; AlphaScreen MITF homodimerization, bead proximity signal; inhibition, % at 2.6 µM; 650,000 tested, 0.91% active; AID 1259374; in the data active = inhibition above about 50%;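 note: 0% = vehicle wells with protein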
Target sequence (O75030 whole entry, looked up): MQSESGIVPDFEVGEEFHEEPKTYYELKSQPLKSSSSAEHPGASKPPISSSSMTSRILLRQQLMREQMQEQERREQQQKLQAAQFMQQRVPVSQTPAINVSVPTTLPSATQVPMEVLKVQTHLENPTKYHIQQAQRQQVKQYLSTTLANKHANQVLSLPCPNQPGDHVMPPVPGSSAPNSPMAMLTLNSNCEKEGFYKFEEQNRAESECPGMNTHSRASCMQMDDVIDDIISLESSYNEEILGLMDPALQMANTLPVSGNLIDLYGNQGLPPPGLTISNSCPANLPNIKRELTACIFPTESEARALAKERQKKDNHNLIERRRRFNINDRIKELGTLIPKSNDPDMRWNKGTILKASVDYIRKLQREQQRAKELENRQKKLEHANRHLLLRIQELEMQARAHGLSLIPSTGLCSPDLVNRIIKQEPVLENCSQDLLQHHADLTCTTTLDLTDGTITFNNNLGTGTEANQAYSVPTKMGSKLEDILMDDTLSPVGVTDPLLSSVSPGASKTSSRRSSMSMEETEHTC
FBW7 act: activators of human E3 ligase FBW7 | Q969H0 | AlphaScreen FBW7–phospho-cyclin E peptide binding, activator screen | normalized activity (activation), % at 26.1 µM | 650,000 tested, 0.13% active | AID 1259310; in the data active = normalized activity above about 1.9%;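 note: purified mutant Fbw7 with reduced substrate affinity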
Starred values were filed as active, the others as inactive.

For CNS(=O)(=O)c1ccc2c(c1)C(=C(C#N)C#N)c1cc(S(=O)(=O)NC)ccc1-2 the results were GPR151 ag 2.0, TEAD-YAP inh -4, MITF inh 4 and FBW7 act 0.1.
`CCN(Cc1ccccc1)C(=O)CSc1nc(O)cc(=O)n1C1CCCC1` gave GPR151 ag -0.3, TEAD-YAP inh 2, MITF inh 10 and FBW7 act 0.4.
COc1ccc(Cn2nnnc2CN2CCN(c3ccc(F)cc3)CC2)cc1 was read as GPR151 ag -0.7, TEAD-YAP inh -5, MITF inh 4 and FBW7 act 0.0.
For CCOC(=O)COc1ccc2oc(=O)c(-c3ccccc3)c(C)c2c1 the results were GPR151 ag -2.1, TEAD-YAP inh 2, MITF inh -12 and FBW7 act 0.5.
For CC(=O)Nc1ccc(NC2SC(=O)N(c3ccc(C)cc3)C2=O)cc1 (stereo not drawn) the results were GPR151 ag 1.2, TEAD-YAP inh 7, MITF inh 4 and FBW7 act -0.1.
`Cn1c(=O)c2c(nc(CN3CCN(c4ccccc4F)CC3)n2CCCO)n(C)c1=O` gave GPR151 ag 0.3, TEAD-YAP inh -1, MITF inh 19 and FBW7 act -0.1.
`O=C(Nc1nnc(Cc2ccc(Cl)cc2)s1)c1ccc(Cl)cc1Cl` gave GPR151 ag -1.3, TEAD-YAP inh -17, MITF inh -3 and FBW7 act 0.6.
For O=C(NCCN1CCCC1=O)Nc1ccccc1 the results were GPR151 ag -1.0, TEAD-YAP inh 3, MITF inh 14 and FBW7 act 0.1.
For Cc1ccc(C(=O)NN=C2CCC(C)CC2)cc1 (stereo not drawn) the results were GPR151 ag 8.1*, TEAD-YAP inh -17, MITF inh 10 and FBW7 act 0.0.
`CCOc1cccc2sc(=NC(=O)CN3C(=O)c4ccccc4C3=O)n(CC)c12` gave GPR151 ag -0.6, TEAD-YAP inh 25, MITF inh -8 and FBW7 act -0.1.
O=C(CCn1c(SCC(=O)Nc2ccccc2Cl)nc2ccccc2c1=O)NCCc1ccccc1 was read as GPR151 ag -0.8, TEAD-YAP inh 2, MITF inh -6 and FBW7 act -0.1.
For COC(=O)c1c(N)sc(C(C)=O)c1C the results were GPR151 ag -1.2, TEAD-YAP inh -8, MITF inh -6 and FBW7 act 0.3.
`O=c1/c(=C/c2ccccc2F)sc2nnc(-c3ccccc3)n12` gave GPR151 ag 0.8, TEAD-YAP inh -3, MITF inh -5 and FBW7 act 0.1.
For CCc1ccc(-n2cnc3cc(C(=O)NCc4ccc(C)cc4)ccc32)cc1 the results were GPR151 ag 0.9, TEAD-YAP inh 1, MITF inh 11 and FBW7 act 0.1.
CCOCc1nnc(NC(=O)Cn2cnc3c2c(=O)n(C)c(=O)n3C)s1 was read as GPR151 ag -0.9, TEAD-YAP inh 4, MITF inh 9 and FBW7 act 0.0.
`COc1cc(C2C(C(=O)OCC(C)C)=C(C)NC3=C2C(=O)CC(c2cccs2)C3)ccc1O` (stereo not drawn) gave GPR151 ag 0.6, TEAD-YAP inh 16, MITF inh 6 and FBW7 act -0.1.
Screening CCOC(=O)C1=C(C)N=c2s/c(=C\c3cc(Cl)cc(Cl)c3O)c(=O)n2C1c1ccc2c(c1)OCO2 (stereo not drawn) returned GPR151 ag 0.5, TEAD-YAP inh 3, MITF inh -1 and FBW7 act 0.1.
C=CCNc1ncnc2ccc(Br)cc12 was read as GPR151 ag 1.5, TEAD-YAP inh 29, MITF inh -6 and FBW7 act -0.2.
Screening O=C(N/N=C/c1ccc(Cl)c(Cl)c1)C1CC(=O)N(c2ccccc2)C1 (stereo not drawn) returned GPR151 ag -0.3, TEAD-YAP inh 5, MITF inh 15 and FBW7 act 0.1.
`COC(=O)COc1ccc(/C=N/NS(=O)(=O)c2ccc(C)cc2)cc1` gave GPR151 ag 0.1, TEAD-YAP inh 5, MITF inh 11 and FBW7 act 0.1.
For Cc1nnc(SCC(=O)Nc2ccc3nc(SCC(=O)NC4CC4)sc3c2)s1 the results were GPR151 ag -1.5, TEAD-YAP inh 19, MITF inh 11 and FBW7 act 0.2.
Cc1cccnc1C(NC(=O)C1CCN(S(=O)(=O)C(C)C)CC1)c1cccs1 (stereo not drawn) was read as GPR151 ag -1.1, TEAD-YAP inh -3, MITF inh -11 and FBW7 act 0.0.
For CC1CCCC(C)N1c1ncnc(Cl)c1[N+](=O)[O-] (stereo not drawn) the results were GPR151 ag 1.2, TEAD-YAP inh 1, MITF inh inactive and FBW7 act 0.0.
`CCOC(=O)c1sc2nc(C)nc(N3CCCC(CO)C3)c2c1C` (stereo not drawn) gave GPR151 ag 1.9, TEAD-YAP inh 4, MITF inh -8 and FBW7 act 0.1.

Of the compounds above, these contain two or more sulfur atoms:
For CNS(=O)(=O)c1ccc2c(c1)C(=C(C#N)C#N)c1cc(S(=O)(=O)NC)ccc1-2 the results were GPR151 ag 2.0, TEAD-YAP inh -4, MITF inh 4 and FBW7 act 0.1.
For Cc1nnc(SCC(=O)Nc2ccc3nc(SCC(=O)NC4CC4)sc3c2)s1 the results were GPR151 ag -1.5, TEAD-YAP inh 19, MITF inh 11 and FBW7 act 0.2.
Cc1cccnc1C(NC(=O)C1CCN(S(=O)(=O)C(C)C)CC1)c1cccs1 (stereo not drawn) was read as GPR151 ag -1.1, TEAD-YAP inh -3, MITF inh -11 and FBW7 act 0.0.

Next entries
For Cc1ccsc1C(=O)NCCc1ccc(S(N)(=O)=O)cc1 the results were GPR151 ag -1.0, TEAD-YAP inh -5, MITF inh 11 and FBW7 act 0.2.
For O=C(/C=C/c1ccc([N+](=O)[O-])cc1)NCc1ccc2c(c1)OCO2 the results were GPR151 ag -2.1, TEAD-YAP inh 5, MITF inh -2 and FBW7 act -0.2.
For NC(=O)c1c(NC(=O)C2COc3ccccc3O2)sc2c1CCN(Cc1ccccc1)C2 (stereo not drawn) the results were GPR151 ag 2.3, TEAD-YAP inh 2, MITF inh 6 and FBW7 act 0.0.
COc1ccccc1CNS(=O)(=O)c1ccc2[nH]c(=O)ccc2c1 was read as GPR151 ag 0.5, TEAD-YAP inh 4, MITF inh -6 and FBW7 act -0.1.
`CC(C)CNC(=O)C(=O)NCC1OCCCN1S(=O)(=O)c1ccc2c(c1)OCCO2` (stereo not drawn) gave GPR151 ag -0.5, TEAD-YAP inh 8, MITF inh 7 and FBW7 act 1.2.
For O=C(Nc1cccc(-c2csc(NC(=O)c3ccccc3)n2)c1)c1ccc([N+](=O)[O-])cc1 the results were GPR151 ag -0.2, TEAD-YAP inh 2, MITF inh 10 and FBW7 act 0.2.
For CCC(SC1=Nc2ccccc2C2=NC(C)C(=O)N12)C(=O)Nc1ccccc1OC (stereo not drawn) the results were GPR151 ag -0.9, TEAD-YAP inh 6, MITF inh -8 and FBW7 act -0.1.
Cc1[nH]c2ccccc2c1SCCNC(=O)c1ccncc1 was read as GPR151 ag 0.0, TEAD-YAP inh -2, MITF inh 62* and FBW7 act -0.1.
`Cc1ccc(CNC(=O)CCCCCn2c(SCC(=O)c3ccccc3)nc3ccsc3c2=O)cc1` gave GPR151 ag -1.1, TEAD-YAP inh 8, MITF inh 12 and FBW7 act 0.1.
`O=C(Nc1cccc2c(=O)[nH]ccc12)C1COc2ccccc2O1` (stereo not drawn) gave GPR151 ag 1.1, TEAD-YAP inh -11, MITF inh -8 and FBW7 act 0.0.
`O=C(NCc1nc2ccccc2[nH]1)c1ccc2nc(NCc3ccc4c(c3)OCO4)sc2c1` gave GPR151 ag -1.6, TEAD-YAP inh 3, MITF inh 2 and FBW7 act -0.2.
`O=C(Cc1n[nH]c(=O)c2ccccc12)N1CCCc2ccccc21` gave GPR151 ag 1.2, TEAD-YAP inh 3, MITF inh -16 and FBW7 act -0.2.
Screening CCOc1ccccc1NC(=O)CSc1nc2n[nH]c(C)c2c(=N)n1-c1ccccc1Cl returned GPR151 ag -0.2, TEAD-YAP inh -13, MITF inh 0 and FBW7 act -0.1.
For Cc1ccc(S(=O)(=O)N2CCCC(c3nnc(COc4ccccc4)o3)C2)cc1C (stereo not drawn) the results were GPR151 ag -0.9, TEAD-YAP inh 1, MITF inh -2 and FBW7 act -0.1.
`COc1ccc(Nc2nc(-c3ccccc3)c3cc(Br)ccc3n2)cc1` gave GPR151 ag 0.3, TEAD-YAP inh 5, MITF inh -2 and FBW7 act 0.0.
`S=c1[nH]nc(-c2ccc3ncccc3c2)n1-c1ccc2c(c1)OCCO2` gave GPR151 ag -0.2, TEAD-YAP inh -15, MITF inh -1 and FBW7 act 0.0.
For CCOC(=O)c1c(NC(=O)CSc2nnc(CNC(=O)c3cccc(OC)c3)n2-c2cccc(C)c2C)sc2c1CCC2 the results were GPR151 ag 1.4, TEAD-YAP inh -1, MITF inh 0 and FBW7 act 0.0.
`CCCNC(=O)c1ccc2nc(-c3ccc(C(N)=O)cc3)sc2c1` gave GPR151 ag 1.2, TEAD-YAP inh -22, MITF inh 6 and FBW7 act 0.0.
COc1ccc(Cl)cc1NC(=S)N(CCCN1CCOCC1)Cc1cccs1 was read as GPR151 ag 1.0, TEAD-YAP inh 10, MITF inh 2 and FBW7 act -0.1.
For O=C(N1CC=C(c2c[nH]c3ccccc23)CC1)n1ccnc1 the results were GPR151 ag -1.0, TEAD-YAP inh 7, MITF inh -4 and FBW7 act -0.1.
COc1cc(/C=C2/C(=N)N3OC(C)=CC3=NC2=O)ccc1OCCOc1ccccc1C was read as GPR151 ag 0.5, TEAD-YAP inh 8, MITF inh 8 and FBW7 act -0.1.
For Cc1cc(NS(=O)(=O)c2ccc(NC(=O)/C=C/c3cccs3)cc2)nc(C)n1 the results were GPR151 ag -1.1, TEAD-YAP inh -3, MITF inh 31 and FBW7 act -0.2.
`CCOC(=O)Nc1nnc(-c2cccc(OC)c2)s1` gave GPR151 ag -2.1, TEAD-YAP inh -14, MITF inh 10 and FBW7 act 0.5.
Screening COc1ccc(CN2C(=O)CN=C2Nc2ccc(C)cc2C)cc1 returned GPR151 ag 0.1, TEAD-YAP inh 2, MITF inh -6 and FBW7 act -0.1.

Among those listed so far, three contain a nitro group on carbon.
For CC1CCCC(C)N1c1ncnc(Cl)c1[N+](=O)[O-] (stereo not drawn) the results were GPR151 ag 1.2, TEAD-YAP inh 1, MITF inh inactive and FBW7 act 0.0.
For O=C(/C=C/c1ccc([N+](=O)[O-])cc1)NCc1ccc2c(c1)OCO2 the results were GPR151 ag -2.1, TEAD-YAP inh 5, MITF inh -2 and FBW7 act -0.2.
For O=C(Nc1cccc(-c2csc(NC(=O)c3ccccc3)n2)c1)c1ccc([N+](=O)[O-])cc1 the results were GPR151 ag -0.2, TEAD-YAP inh 2, MITF inh 10 and FBW7 act 0.2.

The listing continues.
Screening Cc1ccc(S(=O)(=O)CCc2nc3ccccc3s2)cc1 returned GPR151 ag 1.7, TEAD-YAP inh 1, MITF inh -2 and FBW7 act -0.1.
CCc1ccc(-n2nnnc2SCC(=O)Nc2ccccc2N2CCOCC2)cc1 was read as GPR151 ag 0.9, TEAD-YAP inh -3, MITF inh -1 and FBW7 act -0.1.
For COc1ccc([N+](=O)[O-])cc1NC(=O)C(=O)/C=C(\O)c1ccc(C)cc1 the results were GPR151 ag 0.6, TEAD-YAP inh 2, MITF inh 5 and FBW7 act 0.0.
Screening Cc1cccc(Nc2c([N+](=O)[O-])cncc2[N+](=O)[O-])n1 returned GPR151 ag 1.1, TEAD-YAP inh 13, MITF inh 4 and FBW7 act -0.1.
O=C(O)c1cc(S(=O)(=O)Nc2ccc3cn[nH]c3c2)ccc1Cl was read as GPR151 ag 0.7, TEAD-YAP inh 2, MITF inh 3 and FBW7 act -0.2.
Cc1ccc(C)c(NC2=NCC(=O)N2C2CCCCC2)c1 was read as GPR151 ag -0.1, TEAD-YAP inh -5, MITF inh -2 and FBW7 act 0.0.
For CCOC(=O)c1cc(-c2ccccc2)sc1NC(=S)Nc1cnn(CC)c1C(N)=O the results were GPR151 ag -2.0, TEAD-YAP inh -16, MITF inh 6 and FBW7 act 0.0.
`O=C1CN(C(=O)COC(=O)/C=C/c2ccc(OC(F)F)cc2)c2ccccc2N1` gave GPR151 ag 1.3, TEAD-YAP inh -3, MITF inh -14 and FBW7 act 0.2.
CC(C)(C)NC(=O)CN(Cc1ccco1)C(=O)CNS(=O)(=O)c1ccccc1 was read as GPR151 ag -0.5, TEAD-YAP inh 2, MITF inh -4 and FBW7 act 0.1.
`CCCCOC(=O)c1ccc(Nc2nc3ccccc3n3nnnc23)cc1` gave GPR151 ag -0.4, TEAD-YAP inh -15, MITF inh 14 and FBW7 act 0.9.
`O=[N+]([O-])c1ccc2c(c1)ncn2CCc1ccccc1` gave GPR151 ag 4.6, TEAD-YAP inh 7, MITF inh -3 and FBW7 act 0.1.
Screening O=CC1=C(N2CCOCC2)/C(=C/c2ccc(Cl)cc2)CCC1 returned GPR151 ag -0.4, TEAD-YAP inh 9, MITF inh 1 and FBW7 act 0.1.
Screening O=C1C2C3C=CC(C4CC34)C2C(=O)N1/N=C/c1ccc(O)cc1O (stereo not drawn) returned GPR151 ag 1.3, TEAD-YAP inh 1, MITF inh -17 and FBW7 act 0.3.
`COc1ccc(OC)c(NS(=O)(=O)c2c(C)[nH]c(=O)[nH]c2=O)c1` gave GPR151 ag -0.7, TEAD-YAP inh 6, MITF inh -10 and FBW7 act 0.0.
Screening CCOC(=O)c1sc2nc(C)nc(Nc3cccc(Cl)c3)c2c1C returned GPR151 ag 0.2, TEAD-YAP inh 14, MITF inh 7 and FBW7 act 0.2.
Screening OC1(C[n+]2ccccc2)NCCc2ccccc21 (stereo not drawn) returned GPR151 ag 0.7, TEAD-YAP inh 2, MITF inh -3 and FBW7 act -0.1.
